High-throughput results: PubChem BioAssay, The Scripps Research Institute Molecular Screening Center
CHO-K1 Ca PAM – M1 PAM counterscreen hit in parental CHO-K1 cells; 0.02% of 360,000 active; activation, % at 3 µM; ATP EC20, Fluo-8 calcium fluorescence; 0% at ATP EC20, 100% at ATP max;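 active = activation above the run cutoff, the mean activation of all test compounds plus 3 SD, cut at about 40% in these data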;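 also: peak over basal fluorescence ratio in a 140 s read after ATP addition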
CHO parental Ca – counter-screen for OX1R antagonists: effect in parental CHO cells | parental CHO-K1, ATP-induced calcium, Fluo-8 fluorescence | inhibition, % at 5.6 µM | 0.63% of 330,000 active;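 active = inhibition above that plate's mean sample inhibition plus 3 SD, cut at about 26% in these data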;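 also: 0% = ATP-challenged DMSO wells and 100% = DMSO wells without ATP; some compounds past the cut are filed as inactive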
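test system = CHO parental line | reagent = ATP stimulus | measured by = intracellular calcium via Fluo-8 no-wash fluorescent dye | control set = ATP and no-ATP DMSO wells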
CHRM1 agonist – agonists of human M1 muscarinic receptor. CHO-K1 hM1, Fluo-8 calcium fluorescence, agonist mode; 0% DMSO, 100% acetylcholine EC100. activation, % at 3 µM. 0.33% of 360,000 active;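 active = activation above the run's mean compound activation plus 3 SD, cut at about 16% in these data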;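 also: peak over basal fluorescence ratio within a 140 s kinetic read after compound addition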
Target sequence (P11229 whole entry, looked up): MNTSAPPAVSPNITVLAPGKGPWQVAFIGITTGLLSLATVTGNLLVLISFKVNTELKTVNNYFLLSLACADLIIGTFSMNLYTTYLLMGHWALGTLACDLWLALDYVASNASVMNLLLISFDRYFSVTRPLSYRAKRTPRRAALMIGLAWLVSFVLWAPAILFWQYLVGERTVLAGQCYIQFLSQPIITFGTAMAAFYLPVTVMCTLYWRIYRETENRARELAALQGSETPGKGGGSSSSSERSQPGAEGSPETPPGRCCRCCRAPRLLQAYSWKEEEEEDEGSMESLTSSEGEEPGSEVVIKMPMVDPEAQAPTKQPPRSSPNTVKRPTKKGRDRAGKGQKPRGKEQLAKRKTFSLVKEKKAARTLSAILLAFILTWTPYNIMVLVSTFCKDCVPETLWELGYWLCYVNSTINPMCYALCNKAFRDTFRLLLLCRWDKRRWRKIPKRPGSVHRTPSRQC
CHO-K1 Ca antag – nonselective inhibitor or artifact in parental CHO-K1 cells; AID 602250; inhibition, % at 3 µM; 0.6% of 360,000 active; ATP-induced calcium, Fluo-8 fluorescence;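 active = inhibition above a per-plate cutoff, the plate's mean sample inhibition plus 3 SD, cut at about 24% in these data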;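 also: 0% = DMSO plus EC80 ATP and 100% = DMSO alone without ATP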
CHRM1 PAM – potentiates human M1 receptor response to acetylcholine; P11229; AID 588819; activation, % at 3 µM; CHO-K1 hM1, Fluo-8 calcium fluorescence, ACh EC20; 0% = ACh EC20, 100% = maximal ACh; 0.088% of 360,000 active; in the data active = activation above about 19%, passing the limit was not always enough
TAAR1 antagonist – antagonists of human TAAR1. Q96RJ0. CHO RD-HGA16 TAAR1, Fluo-8 calcium fluorescence, antagonist. inhibition, % at 3 µM. 1.5% of 360,000 active;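 active = inhibition above a per-plate cutoff, the mean inhibition of test compounds on that plate plus 3 SD, cut at about 49% in these data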;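 also: 0% = DMSO plus EC80 beta-PEA response and 100% = DMSO alone without agonist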
Target sequence (Q96RJ0 whole entry, looked up): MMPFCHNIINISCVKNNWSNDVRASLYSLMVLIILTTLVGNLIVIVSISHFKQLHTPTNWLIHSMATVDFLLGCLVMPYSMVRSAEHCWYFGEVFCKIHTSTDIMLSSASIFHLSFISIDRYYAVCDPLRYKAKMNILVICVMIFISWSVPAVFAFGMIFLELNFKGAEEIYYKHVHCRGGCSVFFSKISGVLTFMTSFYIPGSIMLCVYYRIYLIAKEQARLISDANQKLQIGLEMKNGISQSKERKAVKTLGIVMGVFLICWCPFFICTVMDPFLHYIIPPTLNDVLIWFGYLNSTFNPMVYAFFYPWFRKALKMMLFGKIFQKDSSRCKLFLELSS
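Test system: CHO RD-HGA16 cells bearing hTAAR1 | Reagent: β-PEA, EC80 | Compound dosing: 3 µM, single point | Schedule: Dye loading 75 min at 37 °C, then 30 min room temperature | Signal: Calcium fluorescence with Fluo-8 | Evaluation: Percent inhibition of PEA-evoked calcium signal, max/basal emission ratio | Control set: DMSO-only wells and EC80 β-PEA-stimulated wells | Repeats: Singlicate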
M1 antag – antagonists of human M1 muscarinic receptor; 1.3% of 360,000 active; P11229; AID 588852; inhibition, % at 3 µM; CHO-K1 hM1, Fluo-8 calcium fluorescence, ACh EC80 antagonist;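 active = percent inhibition above its own plate's cutoff, namely the mean of that plate's compound wells plus 3 SD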;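 also: peak over basal fluorescence ratio during 140 s after agonist addition; 0% = ACh EC80 plus DMSO and 100% = DMSO alone without agonist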
M1 ag parental – M1 agonist counterscreen hit in parental CHO-K1 cells; activation, % at 3 µM; 0.48% of 360,000 active; Fluo-8 calcium fluorescence; scaled to maximal ATP response, vehicle zero; in the data active = activation above about 15%;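 also: untransfected CHO-K1 host cells lacking M1 receptor as counterscreen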
TAAR1 agonist – human TAAR1 agonism. CHO RD-HGA16 TAAR1, Fluo-8 calcium fluorescence; vehicle wells 0%, saturating PEA agonist 100%. 0.99% of 360,000 active. AID 624467. Q96RJ0. activation, % at 3 µM;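 active = activation above the mean activation of all test compounds in the run plus 3 SD, cut at about 38% in these data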
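System: CHO-derived RD-HGA16 cells with stable Gα16 and human TAAR1 / Times: 17-24 h plating, Fluo-8 75 min 37 °C, 30 min RT / Technique: calcium-sensitive Fluo-8 signal, excitation 470-495, emission 515-575 nm / Measure: % activation relative to PEA EC100 response / Benchmarks: DMSO and PEA EC100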
* marks the source's active call; other numbers are inactive results; . = not tested or not shown.

Compound	CHO-K1 Ca PAM	CHO parental Ca	CHRM1 agonist	CHO-K1 Ca antag	CHRM1 PAM	TAAR1 antagonist	M1 antag	M1 ag parental	TAAR1 agonist
CCC1CC2(C)NC(=O)c3c(sc4c3CC(C)(C)OC4)N2C1=O (stereo not given)	15	.	-6	-9	3	10	-21	0.9	2
Cc1ccc(C(=O)OCC(=O)N2CCCCCC2)cc1S(=O)(=O)N1CCOCC1	1	-17	-2	-6	-3	-4	0	0.6	1
Cc1ccc(NC(=O)CN2C(=O)NC3(CCCc4ccccc43)C2=O)cc1S(=O)(=O)N1CCOCC1 (stereo not given)	4	-13	-6	22	-15	-9	16	4.8	1
O=C(Nc1ccc([N+](=O)[O-])cc1)c1ccc(S(=O)(=O)N2CCCC2)cc1	9	2	-6	-9	-4	3	5	3.0	28
COc1ccc(C(=O)CSc2nnc(CNc3nc(-c4ccccc4)cs3)n2C)cc1	15	-35	-2	0	3	10	-32	2.2	8
COc1cc(/C=C/C(=O)OCC(=O)NCCC2=CCCCC2)ccc1O	-12	-25	-3	-3	1	24	6	0.6	2
CN1C(=O)C(CC(=O)Nc2ccc(F)cc2)N(Cc2cccs2)C1=S (stereo not given)	18	-16	-1	-2	5	-3	-6	8.6	4
NC(=Nc1ccccc1)N(c1ccccc1)c1ccccc1	16	.	-4	-10	3	-13	-8	1.2	3
CCn1c(SCC(=O)Nc2nc(-c3ccccc3)cs2)nnc1-c1ccccc1O	8	0	-2	0	-6	39	11	6.2	24
Cc1nc2cc(N3CCN(C)CC3)c(NC(=O)Cc3ccccc3)cc2c(=O)n1Cc1ccccc1	14	-12	-6	-11	3	-16	-33	0.5	13
CCOC(=O)c1cnc(SCC(=O)Nc2ccc(NC(C)=O)c(OC)c2)nc1N	11	-9	-5	-3	12	-9	-6	-0.4	4
COc1ccc(NC(=O)c2c(NC(=O)CCC(=O)O)sc(-c3ccccc3)c2C)cc1	-8	1	-3	11	0	11	2	-0.7	5
CCc1ccc(NC(=O)Cn2c(SC)nc3ccccc32)cc1	19	-19	-1	-6	8	9	-6	1.2	0
CN(C)c1cccc(NC(=O)C2(C)CC2(Cl)Cl)c1 (stereo not given)	-6	-5	-7	7	-3	-15	11	0.3	-1
O=S(=O)(c1ccccc1)N1CCN(C(c2ccccc2)c2ccc(OC(F)(F)F)cc2)CC1 (stereo not given)	0	-23	-2	-14	2	-22	-9	1.4	-1

Individual results from the results shown.
CHO parental Ca, Cc1ccc(NC(=O)CN2C(=O)NC3(CCCc4ccccc43)C2=O)cc1S(=O)(=O)N1CCOCC1 (stereo not given) is entered as -13
CHRM1 agonist, COc1ccc(NC(=O)c2c(NC(=O)CCC(=O)O)sc(-c3ccccc3)c2C)cc1 is entered as -3
CHO-K1 Ca PAM, CCC1CC2(C)NC(=O)c3c(sc4c3CC(C)(C)OC4)N2C1=O (stereo not given) is entered as 15
TAAR1 antagonist, CN(C)c1cccc(NC(=O)C2(C)CC2(Cl)Cl)c1 (stereo not given) is entered as -15
TAAR1 antagonist, CN1C(=O)C(CC(=O)Nc2ccc(F)cc2)N(Cc2cccs2)C1=S (stereo not given) is entered as -3
CHO-K1 Ca antag, CCn1c(SCC(=O)Nc2nc(-c3ccccc3)cs2)nnc1-c1ccccc1O is entered as 0

Other structures:
Compound	CHO-K1 Ca PAM	CHO parental Ca	CHRM1 agonist	CHO-K1 Ca antag	CHRM1 PAM	TAAR1 antagonist	M1 antag	M1 ag parental	TAAR1 agonist
CSc1nnc2c(n1)OC(c1ccccn1)N(C(C)=O)c1ccccc1-2 (stereo not given)	6	-3	-9	-5	8	-9	-2	0.1	0
COc1ccccc1CNC(=O)c1cc(S(=O)(=O)N2CCN(c3ccccc3)CC2)ccc1Cl	10	.	1	-17	8	17	-9	1.0	-1
CC(Oc1ccc(Cl)cc1Cl)C(=O)N/N=C1\CCCc2ccccc21 (stereo not given)	27	-15	-4	-16	7	19	-5	1.0	-1
COc1ccc(CC(=O)c2ccccc2C(=O)O)cc1	9	-11	-2	-12	10	9	-17	0.4	8
Cc1ccc(S(=O)(=O)N2[C@@H](c3ccc(C(C)C)cc3)C(C(=O)O)=C[C@H]2C(C)(C)C)cc1	-10	-8	-7	16	13	-9	-19	0.0	0
Cc1cc(Cl)c(OCCCNC2CCCC2)c(Br)c1	-3	2	-7	-18	-8	-3	15	1.6	58*
COc1ccc(C(=O)c2sc(Nc3ccccc3)c(C(=O)Nc3ccc(OC)c(OC)c3)c2N)cc1	7	-6	0	-2	-3	21	-7	0.5	7
Cc1nn(C)c(C)c1CN(C)C(=O)c1cc2n(n1)C(C(F)(F)F)CC(c1cccs1)N2 (stereo not given)	-5	-10	-1	10	2	10	0	1.0	13
CC1(C)CC(=O)c2cnc(NC(=O)CSc3nc4ccccc4o3)nc2C1	-9	8	-2	16	-11	-5	7	-0.1	4
CC(C1CC2CCC1C2)N1CC(O)=C(c2nc3ccccc3[nH]2)C1=N (stereo not given)	-2	-33	0	-1	16	3	-25	0.9	8
CC1Cc2ccccc2N1S(=O)(=O)c1c(N)n(C)c(=O)n(C)c1=O (stereo not given)	11	-8	-6	-5	7	6	-5	0.3	5
COc1ccc(Cl)cc1NC(=O)C(C)N(C)Cc1ccc(C(F)(F)F)cc1 (stereo not given)	16	-25	-7	-6	-2	-11	0	0.1	-2
COc1cccc(C(=O)Nc2ccc3[nH]ncc3c2)c1OC	-5	3	-5	-1	-3	-16	7	0.7	8
COc1cc2[nH]c(=O)c(C(=O)NCCCN3CCCCC3)c(O)c2cc1OC	5	-8	-3	-2	8	3	-13	-0.6	14
O=C(COC(=O)c1nsc(Cl)c1Cl)NC1CCCCC1	19	-4	-5	-17	6	-13	-3	1.1	-1

An excerpt from above in order of their number in M1 antag, highest first:
canonical_smiles	CHRM1 agonist	CHRM1 PAM	TAAR1 antagonist	M1 antag	TAAR1 agonist
CC1(C)CC(=O)c2cnc(NC(=O)CSc3nc4ccccc4o3)nc2C1	-2	-11	-5	7	4
COc1ccc(Cl)cc1NC(=O)C(C)N(C)Cc1ccc(C(F)(F)F)cc1 (stereo not given)	-7	-2	-11	0	-2
CCC1CC2(C)NC(=O)c3c(sc4c3CC(C)(C)OC4)N2C1=O (stereo not given)	-6	3	10	-21	2

Full records as entered above:
Entry for COc1cccc(C(=O)Nc2ccc3[nH]ncc3c2)c1OC : CHO-K1 Ca PAM = -5; CHO parental Ca = 3; CHRM1 agonist = -5; CHO-K1 Ca antag = -1; CHRM1 PAM = -3; TAAR1 antagonist = -16; M1 antag = 7; M1 ag parental = 0.7; TAAR1 agonist = 8
Entry for Cc1nn(C)c(C)c1CN(C)C(=O)c1cc2n(n1)C(C(F)(F)F)CC(c1cccs1)N2 (stereo not given) : CHO-K1 Ca PAM = -5; CHO parental Ca = -10; CHRM1 agonist = -1; CHO-K1 Ca antag = 10; CHRM1 PAM = 2; TAAR1 antagonist = 10; M1 antag = 0; M1 ag parental = 1.0; TAAR1 agonist = 13

(further entries)
Compound	CHO-K1 Ca PAM	CHO parental Ca	CHRM1 agonist	CHO-K1 Ca antag	CHRM1 PAM	TAAR1 antagonist	M1 antag	M1 ag parental	TAAR1 agonist
O=C(Nc1ccc2ccccc2c1[N+](=O)[O-])c1ccccc1	3	.	1	-15	0	9	-9	-0.5	10
CCOC(=O)C1CCN(CC(=O)Nc2c(C(=O)OC)[nH]c3cccc(C)c23)CC1	22	-13	-3	-11	0	-10	-7	0.8	9
COc1ccc(/C=C(/NC(=O)c2ccccc2)C(=O)N2CCCC2)cc1OC	14	-4	-1	1	1	-1	3	1.0	5
CC(C)CC1NC(=O)c2cccnc2-n2c1nc1ccccc1c2=O (stereo not given)	-10	.	-4	19	12	-11	-22	-0.3	3
CCOC(=O)c1c(N)sc(C(=O)N2CCCC(C(N)=O)C2)c1C (stereo not given)	-7	-4	1	12	-1	-2	11	-0.1	-3
C[C@H](CO)N1C[C@H](C)[C@@H](CN(C)CC2CCCCC2)Oc2c(NS(=O)(=O)c3ccccc3)cccc2C1=O	2	-4	0	-1	16	-4	-4	-0.5	1
CCN(CC)c1ccc(NC(=O)C2CCCN(S(=O)(=O)c3cnc[nH]3)C2)c(C)c1 (stereo not given)	21	1	-2	-5	3	-2	-6	-0.1	0
CC(NC(=O)OC(C)(C)C)C(=O)N1CCCC1C(=O)NC(Cc1ccccc1)C(N)=O (stereo not given)	15	-8	-5	-6	13	-10	-4	0.1	3
CCCCCc1nc2sc3c(c2c(=O)n1NC(=O)c1ccc([N+](=O)[O-])cc1)CC(C)(C)OC3	0	0	-4	21	-23	25	21	12	7
CC(c1nnc(SCC(=O)c2c(N)n(C3CC3)c(=O)[nH]c2=O)n1-c1ccc(F)cc1)N(C)C (stereo not given)	7	2	-3	-9	3	-3	4	0.2	12
COc1ccccc1N=C1SC(C(=O)Nc2ccc(F)cc2)CC(=O)N1C (stereo not given)	-9	-4	-2	15	-8	-3	2	0.7	2
O=C(N/N=C/c1ccc(OC(=O)c2ccccc2Br)cc1)c1ccccn1	5	-10	-1	-12	0	52*	-3	3.4	7
Cc1cc(OCc2cc(C(=O)N(C)CCOc3ccccc3)no2)cc(C)c1Cl	18	-17	-1	-15	6	10	-6	3.1	2
O=C(c1cc2cc([N+](=O)[O-])ccc2oc1=O)N1CCN(C2CCCCC2)CC1	19	-10	-7	-13	10	-21	-10	4.0	0
COCCCNC(=O)Cc1c(C)c2c(cc(C)c3c(C(C)(C)C)coc32)oc1=O	13	-22	-7	-22	6	-27	-8	2.8	7
CCOc1ccccc1CN1CCC(n2nccc2NC(=O)CCCc2ccccc2)CC1	6	-25	0	-11	6	-12	-8	4.3	8
Cc1noc(C)c1C(=O)Nc1sc2c(c1C(N)=O)CCCCC2	11	-2	-2	-7	2	5	-6	0.0	9
COc1ccc(C2C(C(=O)c3ccco3)=C(O)C(=O)N2CC2CCCO2)c(OC)c1 (stereo not given)	-12	-15	-1	-9	3	-6	-12	0.2	5
CC(OC(=O)c1cc2c(ccc3ccccc32)oc1=O)c1nc2ccccc2s1 (stereo not given)	-2	-12	-2	-3	-4	-3	3	0.5	3
COc1ccc(C(=O)NC(C(=O)OCC(=O)Nc2sccc2C(N)=O)C(C)C)cc1 (stereo not given)	-13	-17	2	1	-1	34	11	6.6	10
CCCCOC(=O)CSc1nnc(-c2cc(OC)c(OC)c(OC)c2)o1	9	-8	-4	-6	6	-4	-1	0.8	4

The order is random; about 4.4% have a hit in one of these screens.
